# Bioassay records (PubChem)
# TEAD-YAP inh – TEAD-YAP interaction inhibition. AID 1259422. actives 1.4% (n = 640,000). HEK-TIYL cells, TEAD-Gal4/YAP UAS-luciferase luminescence. inhibition, % at 9.12 µM; in the data active = inhibition above about 32%;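 also: 0% = median of test compound wells and 100% = reference inhibitor wells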
# MITF inh – human MITF inhibition, primary screen | O75030 | AlphaScreen MITF homodimerization, bead proximity signal | inhibition, % at 2.6 µM | actives 0.91% (n = 650,000); in the data active = inhibition above about 50%;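 also: 0% = vehicle wells with protein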
# Target sequence (O75030 whole entry, looked up): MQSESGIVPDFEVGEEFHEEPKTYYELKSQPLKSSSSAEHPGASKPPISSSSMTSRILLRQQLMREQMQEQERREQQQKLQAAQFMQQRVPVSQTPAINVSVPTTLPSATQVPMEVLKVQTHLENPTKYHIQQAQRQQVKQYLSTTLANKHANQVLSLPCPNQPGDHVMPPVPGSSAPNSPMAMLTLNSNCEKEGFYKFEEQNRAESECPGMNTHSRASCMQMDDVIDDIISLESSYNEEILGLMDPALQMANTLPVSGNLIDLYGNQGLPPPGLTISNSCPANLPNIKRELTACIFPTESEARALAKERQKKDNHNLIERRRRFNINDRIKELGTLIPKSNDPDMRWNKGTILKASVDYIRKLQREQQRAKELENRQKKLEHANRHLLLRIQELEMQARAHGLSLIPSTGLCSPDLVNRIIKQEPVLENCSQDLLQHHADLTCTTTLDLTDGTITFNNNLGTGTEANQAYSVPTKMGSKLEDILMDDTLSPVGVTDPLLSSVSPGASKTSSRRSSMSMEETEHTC
# GPR151 ag – activates the human receptor GPR151; PathHunter beta-arrestin GPR151 cells, luminescence; actives 1% (n = 650,000); Q8TDV0; activation, % at 11.2 µM; in the data active = activation above about 4.9%;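 also: 0% = median of compound wells and 100% = cells with positive control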
# Target sequence (Q8TDV0 whole entry, looked up): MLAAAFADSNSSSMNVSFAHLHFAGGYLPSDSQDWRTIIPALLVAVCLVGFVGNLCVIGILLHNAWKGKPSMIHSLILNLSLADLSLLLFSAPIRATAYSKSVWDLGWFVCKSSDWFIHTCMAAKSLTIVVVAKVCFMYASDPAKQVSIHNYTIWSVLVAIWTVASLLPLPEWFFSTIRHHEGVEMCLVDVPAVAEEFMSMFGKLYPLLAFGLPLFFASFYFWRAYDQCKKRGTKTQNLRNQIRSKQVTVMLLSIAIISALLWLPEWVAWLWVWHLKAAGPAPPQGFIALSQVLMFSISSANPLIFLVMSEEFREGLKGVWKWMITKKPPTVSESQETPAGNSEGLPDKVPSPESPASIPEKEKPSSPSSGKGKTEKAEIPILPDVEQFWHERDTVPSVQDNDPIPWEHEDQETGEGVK
# FBW7 activator – activators of human E3 ligase FBW7 | actives 0.13% (n = 650,000) | AlphaScreen FBW7–phospho-cyclin E peptide binding, activator screen | normalized activity (activation), % at 26.1 µM; in the data active = normalized activity above about 1.9%;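 also: purified mutant Fbw7 with reduced substrate affinity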
# Numbers without * were called inactive.
cpd	Compound	FBW7 activator	MITF inh	TEAD-YAP inh	GPR151 ag
1	CC(C)(C)C1CCc2c(sc(NC(=O)c3ccc(Cl)cc3)c2C(=O)NCCO)C1 (centres undefined)	0.4	5	-10	-0.5
2	Cc1c(CNCCc2c[nH]c3ccccc23)c(C(=O)O)c(C)n1Cc1ccc(Cl)cc1	-0.2	21	-4	-1.3
3	CSc1ccccc1N1C(=O)CN(Cc2coc3ccc(C)cc3c2=O)CC1C (centres undefined)	0.2	15	-3	-0.2
4	CC(=O)Nc1ccc(Nc2cc(C)nc(-c3csc4ccccc34)n2)cc1	0.0	5	-62	1.3
5	CNC(=O)c1cc2cc(Br)cc(Br)c2oc1=O	-0.2	-1	1	0.2
6	COC(=O)C(CCSC)NS(=O)(=O)c1ccc([N+](=O)[O-])cc1 (centres undefined)	0.4	10	12	0.7
7	O=C1Nc2cc(C(=O)N3CCN(c4ccccc4F)CC3)ccc2NC1CSCc1ccccc1F (centres undefined)	-0.1	11	7	-2.3
8	CC1(C)CC(NC(=O)c2ccccc2F)CC(C)(C)N1	-0.4	5	5	1.6
9	O=C(NCc1ccco1)/C(=C/c1ccccc1)c1ccccc1	0.2	24	-6	0.1
10	COc1ccc(C(=O)C(OC(=O)c2ccccc2Cl)c2ccccc2)cc1 (centres undefined)	0.5	13	-27	-2.5
11	O=C(Nc1cccc(C(F)(F)F)c1)c1ccc(-c2ccccc2)cc1	0.1	2	-19	-0.5
12	CN(C(=O)CCC(=O)O)C1CCCCC1	0.3	1	-7	0.3
13	Nc1nnc(SCC(=O)NNC(=O)c2ccc(Br)cc2)s1	0.0	-5	0	2.3
14	O=C1c2ccccc2C(=O)c2c1cccc2S(=O)(=O)N1CCCC1	0.9	10	-1	-1.6
15	NC1=NC(=O)/C(=C/c2ccc(OS(=O)(=O)c3ccccc3[N+](=O)[O-])cc2)S1	-0.1	9	15	1.9
16	CCC(C)(C)c1ccc(OCCCCNCCN)cc1	0.1	-8	2	-1.0
17	CCCc1noc(-c2ccc([N+](=O)[O-])cc2)n1	-0.1	-4	-12	-0.7
18	O=C(Nc1cccc(F)c1)c1oc2ccccc2c1NC(=O)C1CC1	0.1	9	10	-1.0
19	FC(F)(F)C(Oc1nc(N2CCOCC2)nc(-n2nnc3ccccc32)n1)C(F)(F)F	-0.1	4	6	0.4
20	CCn1c(Cc2ccccc2)nnc1SCC(=O)Nc1ccc2[nH]c(=O)[nH]c2c1	0.0	4	-1	0.7
21	COc1cccc(NC(=O)C(C)N2C(=O)c3ccccc3C2=O)c1 (centres undefined)	0.6	11	5	1.7
22	O=C(Nc1cc(C(F)(F)F)ccc1OCc1ccccc1)c1ccc(Oc2ccc(C(F)(F)F)cc2[N+](=O)[O-])cc1	-0.1	5	7	-1.1
23	OC1(c2cccnc2)CCN(Cc2cccnc2)CC1	0.0	-2	-6	0.7
24	COCCOC(=O)C1=C(C)NC2=C(C(=O)CC(c3ccc(OC)cc3)C2)C1c1ccccc1OC (centres undefined)	-0.1	-6	14	3.2
25	O=c1[nH]c(N2CCCCC2)nc2c1CN(Cc1cccnc1)CC2	-0.1	-6	-1	-0.2

# An excerpt of these results, with one line to a screen:
1	CC(C)(C)C1CCc2c(sc(NC(=O)c3ccc(Cl)cc3)c2C(=O)NCCO)C1 (centres undefined)
2	Cc1c(CNCCc2c[nH]c3ccccc23)c(C(=O)O)c(C)n1Cc1ccc(Cl)cc1
3	CSc1ccccc1N1C(=O)CN(Cc2coc3ccc(C)cc3c2=O)CC1C (centres undefined)
4	CC(=O)Nc1ccc(Nc2cc(C)nc(-c3csc4ccccc34)n2)cc1
5	CNC(=O)c1cc2cc(Br)cc(Br)c2oc1=O
6	COC(=O)C(CCSC)NS(=O)(=O)c1ccc([N+](=O)[O-])cc1 (centres undefined)
7	O=C1Nc2cc(C(=O)N3CCN(c4ccccc4F)CC3)ccc2NC1CSCc1ccccc1F (centres undefined)
8	CC1(C)CC(NC(=O)c2ccccc2F)CC(C)(C)N1
9	O=C(NCc1ccco1)/C(=C/c1ccccc1)c1ccccc1
10	COc1ccc(C(=O)C(OC(=O)c2ccccc2Cl)c2ccccc2)cc1 (centres undefined)
11	O=C(Nc1cccc(C(F)(F)F)c1)c1ccc(-c2ccccc2)cc1
12	CN(C(=O)CCC(=O)O)C1CCCCC1

Screen / compound no.,1,2,3,4,5,6,7,8,9,10,11,12
FBW7 activator,0.4,-0.2,0.2,0.0,-0.2,0.4,-0.1,-0.4,0.2,0.5,0.1,0.3
MITF inh,5,21,15,5,-1,10,11,5,24,13,2,1
TEAD-YAP inh,-10,-4,-3,-62,1,12,7,5,-6,-27,-19,-7
GPR151 ag,-0.5,-1.3,-0.2,1.3,0.2,0.7,-2.3,1.6,0.1,-2.5,-0.5,0.3

13	Nc1nnc(SCC(=O)NNC(=O)c2ccc(Br)cc2)s1
14	O=C1c2ccccc2C(=O)c2c1cccc2S(=O)(=O)N1CCCC1

Screen / compound no.,13,14
FBW7 activator,0.0,0.9
MITF inh,-5,10
TEAD-YAP inh,0,-1
GPR151 ag,2.3,-1.6

# The listing continues.
cpd	Compound	FBW7 activator	MITF inh	TEAD-YAP inh	GPR151 ag
26	CCOC(=O)c1ccccc1NC(=O)/C=C1/Nc2ccccc2NC1=O	0.1	6	-1	-1.6
27	COC(=O)CCC(=O)NNC(=O)c1cccc(Br)c1	0.0	-2	9	0.1
28	O=C(CN1c2cccc3cccc(c23)S1(=O)=O)N1CCC(Cc2ccccc2)CC1	0.1	-70	-1	1.9
29	O=C(CSc1nc2c(sc3ccccc32)c(=O)n1CCO)NCc1ccco1	-0.2	6	-16	1.4
30	Cc1ccc(S(=O)(=O)Nc2cccnc2)cc1C	0.2	23	-4	0.0
31	COc1cccc(NC(=O)CN(c2ccccc2OC)S(C)(=O)=O)c1	0.2	5	-6	-1.5
32	Cn1c(=O)cc(OCC(=O)NCCCN2CCCC2=O)c2ccccc21	0.0	-3	-1	1.5
33	O=C(NCc1ccccc1)c1csc(Br)n1	-0.1	4	1	1.4
34	Cc1c(CNCc2cccc(F)c2)c(C(=O)O)c(C)n1Cc1ccccc1	0.0	36	5	-1.1
35	CCN1CC=C2C(C#N)=C(N)C(C#N)(C#N)C(c3ccc(SC)cc3)C2C1 (centres undefined)	-0.1	11	-3	1.4
36	COc1cc(C2C3=C(CC(C)(C)CC3=O)Nc3ncnn32)ccc1OC(C)C (centres undefined)	0.0	2	1	-0.9
37	CC1CCC(C(=O)NC(C(=O)NCCCN2CCCC2=O)C(C)C)CC1 (centres undefined)	-0.1	1	13	-0.2
38	Oc1oc(-c2ccc(Cl)cc2)nc1C=Nc1cccc(F)c1	-0.1	1	4	0.2
39	Cc1ccc(NC(=O)COc2ccccc2C)cc1C	0.0	15	-14	-0.2
40	COc1ccc(/C=C(\C#N)C2=CCCC2)cc1	0.0	-10	5	1.7
41	COc1cc(C2NC(=O)NC(C)=C2C(=O)OCCSC)cc(Br)c1O (centres undefined)	-0.1	5	6	0.6
42	CC(c1ccccc1)n1c(Br)nc2c1c(=O)[nH]c(=O)n2C (centres undefined)	0.4	8	-6	0.8
43	COCCCn1c(=O)c2ccccc2n(Cc2nc(-c3ccc4c(c3)OCO4)no2)c1=O	0.0	0	-1	3.0
44	Cc1cc(NCc2cccc(C(F)(F)F)c2)nc(Nc2cnccn2)n1	-0.1	-2	2	3.7
45	CC1CC(Nc2ncnc3c2cnn3C)CC(C)(C)C1 (centres undefined)	-0.1	1	-8	1.9
46	COC(=O)C1(c2ccccc2)NC(c2ccccc2F)C2C(=O)N(c3ccccc3)C(=O)C21 (centres undefined)	0.3	10	7	-1.2
47	Cc1c(C(=O)N2CCN(C(=O)c3ccco3)CC2)sc2nc3n(c(=O)c12)CCCC3	-0.2	-6	9	-0.1
48	COc1ccc(C(=O)Nc2cc(OC)c(Cl)cc2OC)c(OC)c1	0.1	10	-18	1.5
49	O=C(Nc1ccc2oc(-c3ccccc3Cl)nc2c1)c1cc(I)ccc1Cl	0.0	8	-7	0.2
50	CCOc1cc(C(=O)NNc2cc(=O)n(C)c(=O)n2C)cc(OCC)c1OCC	0.0	-6	5	-0.2
51	CCCCCOC(=O)C1=C(C)NC2=C(C(=O)CC(C)(C)C2)C1c1cc2c(cc1Br)OCO2 (centres undefined)	0.0	-5	3	-1.3
52	CCCCn1c(=O)n(C)c(=O)c2c(=S)nc(-c3cccs3)[nH]c21	-0.1	-2	2	0.4
53	CCC(C(=O)Nc1ccc(CC(=O)O)cc1)c1ccccc1 (centres undefined)	0.0	3	-12	-1.6
54	COCCCNC(=O)Cn1cnc2sc(C(=O)Nc3cc(OC)c(OC)c(OC)c3)c(C)c2c1=O	-0.1	9	-1	-0.7
55	Cc1ccc(S(=O)(=O)Nc2ccccc2F)cc1C(=O)O	-0.1	-2	-3	-1.0
56	Cc1ccc2c(c1)N(C(=O)N1CCC(C(=O)NC3CCC(C)CC3)CC1)CCO2 (centres undefined)	0.0	-12	-19	1.5
57	CCOc1cccc(/C=C2\SC(=S)NC2=O)c1OC	-0.1	8	2	-1.0
58	Cc1nn(C(=O)C2CC2)c(C)c1Sc1ccc([N+](=O)[O-])cc1	-0.2	1	7	0.0
59	CCOC(=O)CCCN1C(=O)/C(=C\c2ccco2)SC1=S	0.0	28	-7	-0.1
60	CC(C)(C)C(=O)NC1CCN(C(=S)Nc2ccccc2)CC1	1.1	16	6	-1.6
61	CN(C)CCN1CCN(c2nccnc2-c2ccsc2)CC1	-0.1	-3	2	-1.4
62	CCOC(=O)CNC(=O)c1ccc2c(c1)OCCO2	-0.1	8	-18	-1.8
63	CCCCCn1c(SCC#N)nc2cc(C(=O)NC3CCCCC3)ccc2c1=O	0.2	19	1	-1.9
64	CN1/C(=C/C(=C/c2sc3ccccc3[n+]2C)C2CCC2)Sc2ccccc21	0.0	27	72*	-0.2
65	CCCOC(=O)CCn1c(=S)oc2ccccc21	0.2	-8	-17	-0.3
66	O=C(CCCn1c(SCc2cccc(F)c2)nc2cc3c(cc2c1=O)OCO3)NCc1ccc2c(c1)OCO2	0.1	3	9	0.6
67	CCOc1ccc(CN2CCN(Cc3ccccn3)CC2CCO)cc1 (centres undefined)	0.1	19	7	-0.3
68	O=C(NC1CCCC1)c1oc(=O)c2ccccc2c1-c1ccccc1	-0.1	2	3	-0.7
69	CN1CCC(N(C)S(=O)(=O)c2ccc(NC(=O)c3cccc(C#N)c3)cc2)CC1	-0.1	-6	-8	0.2
70	CS(=O)(=O)N(CC(=O)NCCC1=CCCCC1)c1ccccc1	0.1	8	12	0.1
71	COc1cccc(CN2CCN3C(=O)[C@H](C)N(C)C(=O)[C@H]3C2)c1	0.1	-11	-13	-0.3
72	Cc1cccc(-n2ncc3c(N4CC(C)CC(C)C4)ncnc32)c1 (centres undefined)	0.0	0	-3	2.9
73	Cc1ccc(N(C(C)C(=O)NCc2ccccc2C)S(C)(=O)=O)cc1C (centres undefined)	0.1	11	1	0.7
74	Cc1c2c(n3c(nc4ccccc43)c1C#N)N(CCN1CCOCC1)CC2	0.3	9	-4	-1.5
75	OCCOCCNc1ncnc2c1c(-c1ccccc1)cn2-c1cccc(C(F)(F)F)c1	1.2	17	-11	-1.5

# (cont.)
cpd	Compound	FBW7 activator	MITF inh	TEAD-YAP inh	GPR151 ag
76	O=C(NC1CC1)C1CCN(c2ccc(NC3CCN(Cc4ccccc4)CC3)nn2)CC1	0.0	-2	-2	1.5
77	CC12CCC(C(=O)N3CCC(C(=O)O)CC3)(CC1=O)C2(C)C (centres undefined)	0.2	-11	-2	0.6
78	COc1cccc(C(=O)N[C@H]2C[C@H]3C(=O)N[C@@H](Cc4ccccc4)C(=O)N3C2)c1	-0.1	9	4	-1.9
79	COc1ccc(C2NC(C)(C(=O)O)C3C(=O)N(Cc4ccccc4)C(=O)C23)c(O)c1 (centres undefined)	0.1	13	2	-0.3
80	CC1=C(C(=O)Nc2ccc(C)cc2C)C(c2ccccc2[N+](=O)[O-])n2ncnc2N1 (centres undefined)	-0.1	1	-9	-0.1
81	COC(=O)c1ccc(NC(=O)CC23CC4CC(CC(C4)C2)C3)cc1	0.1	7	-6	4.3
82	CC[C@@H]1NC(=O)[C@H]2CN(C(=O)c3cc(F)cc(F)c3)CCN2C1=O	0.0	0	-4	1.8
83	COc1cc(C(=O)NCc2ccc(C(=O)NCCc3ccccc3)cc2)cc(OC)c1OC	0.1	11	-5	-0.7
84	Cc1nn2c(NCCCO)c3c(nc2c1-c1ccccc1)CCC3	-0.1	12	0	0.6
85	COc1ccc(C)cc1NC(=O)NNC(=O)Cc1ccc(-c2ccccc2)cc1	-0.3	-11	1	-0.1
86	CCCCN1C2=NCCN2c2ccccc21	0.0	-7	-1	1.1
87	NS(=O)(=O)c1ccc(CCNc2ncnc3c2c(-c2ccccc2)cn3-c2ccc(Br)cc2)cc1	-0.1	-3	4	-0.5
88	Cc1ccc(OC(C)C(=O)Nc2ccc(S(=O)(=O)N3CCCC3)cc2)cc1 (centres undefined)	-0.2	-13	0	0.9
89	Nc1c(-c2ccc(Cl)cc2)nnn1-c1ccccc1	0.1	1	-56	-1.9
90	O=C(CNC(=S)NC(=O)c1ccc(F)cc1)c1ccccc1	0.2	5	-6	0.3
91	O=C(NCc1cc2cc(Cl)ccc2[nH]1)C1CC(CCc2ccccc2)=NO1 (centres undefined)	-0.1	-5	-73	-0.2
92	Cc1cccc(CN2CCC(C3(c4ccccn4)NC(=O)N(CC4CCCO4)C3=O)CC2)c1 (centres undefined)	-0.5	-1	1	-1.2
